High-throughput results (PubChem BioAssay)
MmCpn inh: Inhibitors of TCP-1 ring complex (TRiC) of Methanococcus maripaludis (MmCpn): qHTS | Chaperonin Mm-Cpn (Methanococcus maripaludis) | purified Mm-Cpn ATPase, ADP Transcreener TR-FRET | Potency, µM (highest dose often 76.9 µM), without a hit: at the top dose activity, negative = inhibition, hits mostly inhibitors | actives 0.031% (n = 330,000) | AID 504842, 2011; also: potency is read from the fitted curve at half-maximal effect; % is scaled to controls: 0 for no effect and ±100 for the full control effect; nearly all actives have a fitted effect of over 80% in size
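Purified archaeal Mm-CPN (25nM final) preincubated 10 min at 37degC with compound, then 10uM ATP for 30 min at 37degC; ADP measured by HTRF Transcreener TR-FRET; buffer 30 mM TRIS pH 7.4, 100mM KCl, 5mM MgCl2, 1mM DTT.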
CCT chaperon mod: High-Throughput Screening for Modulators of Cytosolic Chaperonin Activity; activity change, % (test concentration not listed), hits read low; purified chaperonin ATPase assay, HTRF ADP detection, 30 min; actives 0.3% (n = 360,000); in the data active = activity change below about -30%; also: % is scaled to controls: 0 for no effect and ±100 for the full control effect
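ATPase activity: ADP formed was measured by HTRF Transcreener (665/615 nm ratio) after 30 min at 37 deg C with 10 uM ATP. Compounds screened at one 76 uM concentration against 40 or 20 nM TRiC in Tris pH 7.4/KCl/MgCl2/DTT buffer.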
Nrf2 block: Nrf2 qHTS screen for inhibitors; A549 ARE-Fluc reporter, luciferase luminescence, 18-24 h; Potency, µM (top dose mostly 46 µM), for the others: at the highest dose activity change, negative = inhibition, hits mostly inhibitors; actives 2.1% (n = 360,000); AID 504444, 2011; also: potency is read from the fitted curve at half-maximal effect; % is scaled to controls: 0 for no effect and ±100 for the full control effect; nearly all actives have a fitted effect of over 60% in size
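Concentration-response testing used A549 ARE_Fluc cells at 5000 cells/well. Following an 18-24 h compound incubation, viability was read by fluorescence (Ex 405/Em 525) and luciferase output by luminescence.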
Nrf2 ARE act: qHTS of Nrf2 Activators | AREc32 ARE-luciferase reporter (MCF7-derived line), luminescence, 24 h | actives 0.31% (n = 410,000) | Potency, µM (doses to about 46.1 µM), for the others: at the highest dose activation, hits mostly activators; also: potency is read from the fitted curve at half-maximal effect; % of control where 0% means no effect; nearly all actives have a fitted effect of over 65% in size
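ARE-driven firefly luciferase activity in AREc32 cells measured after a 24 hr compound exposure at 37 deg C, using Steady-Glo reagent and a 30 min room-temperature hold.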
Abeta yeast res: qHTS for compounds that reverse cellular toxicity of Amyloid beta (A-beta) peptide in yeast: Primary Screen. Potency, µM (series often up to 46.1 µM), without a hit: at the top dose growth rescue, actives largely listed as activators. AID 1347071, 2019. yeast expressing A-beta42, growth rescue, OD600, 48 h; response scale: 0% DMSO, 100% iron-clioquinol control. actives 0.063% (n = 410,000); also: potency is read from the fitted curve at half-maximal effect; nearly all actives have a fitted effect of over 55% in size
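Yeast growth medium received pinned compounds, then yeast cells expressing toxic A-beta were added; plates incubated at 30 C for 48 hr. Growth read as absorbance at 600 nm, normalized to DMSO and equimolar FeCl3 plus clioquinol controls.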
HepG2 viability: qHTS for Inhibitors of TGF-b: Cytotox Counterscreen; HepG2 CAGA-GFP viability, ATP luminescence, 18 h; Potency, µM (highest dose often 46.1 µM), inactives show at the highest dose activity change, negative = cytotoxicity, actives largely listed as cytotoxic; actives 0.76% (n = 410,000); AID 588856, 2011; also: potency is read from the fitted curve at half-maximal effect; some results filed as inactive show a strong effect at the top dose
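HepG2 CAGA-GFP cells (1000/well, DMEM with 1% FBS) received compound, then TGF-beta at 500 pg/mL final, and were incubated 18 hours at 37 degrees C. Viability was read by CellTiter-Glo luminescence. Media-only wells were set as complete cell-killing and DMSO as no toxicity.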
Akt phos inh: HTS Assay for Inhibitors of Akt Phophorylation: Primary Screen; actives 0.32% (n = 360,000); Neuro2A IGF-stimulated pAkt S473 HTRF, 20 min; active compounds read low; AID 651550, 2012; activity change, % for hits at 50 µM; in the data active = activity change below about -80%; inconclusive = mostly about -51% to -80%; also: % is scaled to controls: 0 for no effect and ±100 for the full control effect
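Neuro2A cells (4,500/well, DMEM with 0.5% FBS) were treated with compound at a single 50 µM final concentration, stimulated with 6 nM IGF for 20 min at 37 °C, and lysed. Phospho-Akt Ser473 was read by HTRF as 665/615 ratio ×10^4.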
A549 tox: Nrf2 qHTS screen for inhibitors: counterscreen for cytotoxicity; A549 ARE-Fluc cells, CellTiter-Fluor viability, 18-24 h; Potency, µM (series often up to 46 µM), for the others: top-dose activity change, negative = cytotoxicity, most hits filed as inhibitors; actives 0.16% (n = 390,000); also: potency is read from the fitted curve at half-maximal effect; % is scaled to controls: 0 for no effect and ±100 for the full control effect
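Cytotoxicity counterscreen: CellTiter-Fluor fluorescence was measured in A549 ARE_Fluc cells after 18-24 h of compound exposure in a concentration series. The subsequent BugLite luminescent read reports ARE-luciferase activity.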
TGFb inhibitor: qHTS for Inhibitors of TGF-b; actives 1.2% (n = 410,000); HepG2 CAGA-GFP TGF-b/SMAD3 reporter, GFP fluorescence, 18 h; TGF-beta stimulated, 500 pg/mL final; AID 588855, 2011; Potency, µM (top dose mostly 46.1 µM), for inactives: at the top dose activity, negative = inhibition, hits mostly inhibitors; also: potency is read from the fitted curve at half-maximal effect; % is scaled to controls: 0 for no effect and ±100 for the full control effect; nearly all actives have a fitted effect of over 65% in size
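Per well, imaged GFP fluorescence of HEPG2 CAGA-GFP cells gives the signal; cells get compound, then TGF-beta (500 pg/mL final), 18 h at 37 degrees C; %Activity versus -TGF-beta and +DMSO controls.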
* = called active by the depositor; i = inactive; ? = inconclusive; · = no result given; [ ] = remark or other dose. Unless noted, calls follow the shape of the dose curve; as a rule, active = well fitted curve in the direction sought with a large enough effect; inconclusive = small, poorly fitted or top-dose-only effect, or another doubt; inactive = no such curve, though single readings can be large; an effect the other way counts as inactive or inconclusive.

Every second line gives: A549 tox	Abeta yeast res	TGFb inhibitor	Akt phos inh	Nrf2 ARE act	HepG2 viability	CCT chaperon mod	MmCpn inh	Nrf2 block
- CC(NC(=O)C1CCC1)c1ccccc1 (stereo not drawn)
 : 6%	2%	1%	i	-0.6%	1%	-1.1	1%	3%
- COCCN(C(=O)CN1CCc2ccccc2C1)c1c(N)n(Cc2ccccc2)c(=O)[nH]c1=O
 : -5%	-2%	-4%	i	-0.6%	-2%	-1.0	-1%	19%
- CCCCn1c(N)c(N(CCOC)C(=O)c2cccc(OCc3ccccc3)c2)c(=O)[nH]c1=O
 : -6%	5%	2%	i	-0.5%	4%	-3.0	0%	8%
- Cc1ccc(C(=O)NNC(=O)/C=C\C(=O)O)cc1
 : -10%	-2%	0%	i	1.7%	-6%	-0.8	-1%	?
- O=S(=O)(Nc1ccc(-c2ccc3nncn3n2)cc1)c1cccc(F)c1
 : -2%	-5%	-9%	i	0.8%	-15%	0.6	-2%	?
- O=C(c1ccc(F)cc1)N1CCN(C2CC3CCC2C3)CC1 (stereo not drawn)
 : 18%	0%	-13%	i	-0.3%	-25%	-0.6	-1%	2%
- COc1ccc([C@H]2C[C@H](O)[C@@H](n3cc(C4CC4)nn3)CN2C(=O)C2CCCCC2)cc1
 : ·	0%	3%	i	-0.3%	3%	1.1	·	·
- Cc1ccc2c(c1)N(C(=O)CCC(=O)NCc1ccccc1Cl)CC(C)O2 (stereo not drawn)
 : 7%	-10%	-23%	·	-0.2%	-15%	·	·	-20%
- CCc1ccc(CN2C(=O)c3ccccc3C2C(=O)NCC2CCCO2)cc1 (stereo not drawn)
 : -7%	8%	0%	i	-0.4%	0%	-0.2	0%	-20%
- COc1cc(CNCc2ccccn2)ccc1OCC(N)=O
 : 1%	-6%	-21%	i	0.5%	-7%	0.2	0%	-6%
- Cc1cc(C)c(S(=O)(=O)N2CCOC2CNC(=O)C(=O)NCCCN2CCOCC2)c(C)c1 (stereo not drawn)
 : 2%	5%	-1%	i	-0.5%	5%	-1.6	0%	-9%
- CCOC(=O)c1sc(Nc2ccccc2Cl)nc1C
 : 17%	17%	-25%	i	11%	-33%	0.1	-4%	?
- Cc1cn(CCOc2ccc(Cl)cc2)c(=O)[nH]c1=O
 : 7%	-24%	?	i	0.6%	2%	2.5	1%	?
- O=C(NCCCN1CCCC1=O)c1ccc(NS(=O)(=O)c2cccc([N+](=O)[O-])c2)cc1
 : 14%	-1%	-5%	i	-0.3%	-6%	1.5	-2%	10%
- CCOC(=O)/C=C/C(=O)OCC(=O)Nc1ccc(C)cc1
 : 2%	-53%[inhibitor]	-24%	i	?	-17%	-1.3	-2%	?
- O=C(O)/C(=C\c1ccc(-c2ccc(F)cc2)o1)c1ccccc1
 : -10%	-12%	5%	i	5.4%	0%	1.4	2%	15%
- COC(=O)c1ccc(NC(=O)CCc2c(C)nc3c(-c4ccccc4)c(C)nn3c2C)cc1
 : 12%	5%	?	·	0.0%	-57%	·	·	-3%
- O=C(c1oc2ccccc2c1CSCc1ccccc1)N1CCN(c2ncccn2)CC1
 : -1%	-5%	16µM*	i	0.2%	-42%	-0.6	0%	?
- CCOC(=O)/C=C/C(=O)Nc1ccc(S(=O)(=O)N2CCCCCC2)cc1
 : 6%	-4%	6%	i	8.8%	-1%	-1.5	1%	7%
- CN(C(=O)c1cccc(NC(=O)c2ccco2)c1)c1ccccc1
 : -2%	10%	14%	i	-0.5%	-7%	1.3	1%	-10%
- CCCc1ccc(OC(C)c2nc(-c3ccc(-n4cccc4)cc3)no2)cc1 (stereo not drawn)
 : -14%	-1%	?	·	-0.6%	-40%	·	·	23µM*
- COCCN(C(=O)CNC(=O)c1ccco1)C(C(=O)NC1CCCC1)c1ccc(OC)c(OC)c1 (stereo not drawn)
 : -5%	-6%	0%	i	2.1%	4%	0.0	1%	-11%
- CC1CCN(c2ccc3nnc(CCC(=O)NCC(C)c4ccccc4)n3n2)CC1 (stereo not drawn)
 : -5%	·	-12%	i	4.6%	-23%	1.0	-3%	0%
- O=C(Cn1c(SCC(=O)N2CCc3ccccc3C2)nc2ccccc21)NC1CCCC1
 : 0%	5%	0%	i	0.9%	-21%	-0.7	0%	13%
- COc1ccc(N(C(=O)c2snc(C(N)=O)c2N)C(C(=O)NCc2ccc(F)cc2)c2ccc(O)cc2)cc1 (stereo not drawn)
 : -11%	2%	-23%	i	5.7%	-1%	1.2	-19%	-20%
- CCc1ccc([C@@H]2C[C@H]3[C@@H](CN2S(=O)(=O)c2ccc(C)cc2)C(=O)C[C@@H](c2ccccc2)N3S(=O)(=O)c2ccc(C)cc2)cc1
 : ·	6%	8%	i	-0.3%	3%	-0.4	·	·
- Cc1cccc(C)c1OCC(=O)Nc1cccc(-c2nnc(-c3ccccc3)o2)c1
 : -8%	-15%	4%	i	0.3%	-14%	-4.9	1%	?
- C=CCn1c(SCC(=O)NCCCO)nc2sc3c(c2c1=O)CCC3
 : 0%	-3%	-3%	i	-0.6%	-21%	-0.6	1%	-12%
- OCCC1CCCCN1CC(O)COCc1ccc(Cl)cc1 (stereo not drawn)
 : 5%	-4%	-15%	i	0.2%	-17%	0.5	-7%	3%
- CC1C(=O)C(C)(C)C(=O)OC1c1ccc([N+](=O)[O-])cc1 (stereo not drawn)
 : 12%	0%	1%	i	0.7%	15%	-5.4	-2%	1%

The final 2 entries of the section before come first, to join the parts:
Every second line gives: A549 tox	Abeta yeast res	TGFb inhibitor	Akt phos inh	Nrf2 ARE act	HepG2 viability	CCT chaperon mod	MmCpn inh	Nrf2 block
- OCCC1CCCCN1CC(O)COCc1ccc(Cl)cc1 (stereo not drawn)
 : 5%	-4%	-15%	i	0.2%	-17%	0.5	-7%	3%
- CC1C(=O)C(C)(C)C(=O)OC1c1ccc([N+](=O)[O-])cc1 (stereo not drawn)
 : 12%	0%	1%	i	0.7%	15%	-5.4	-2%	1%
- O=C(C1CCCN(S(=O)(=O)c2cccc3nsnc23)C1)N1CCN(c2ccccc2)CC1 (stereo not drawn)
 : 1%	-5%	?	·	0.0%	-3%	·	·	?
- CCn1c2c(c3cc(Cl)ccc31)CCCC2=O
 : 13%	32%	8%	i	-0.9%	5%	-1.7	-6%	6%
- Cc1cc(N2CCN(c3ccccc3)CC2)nc(NCc2ccccc2)n1
 : -1%	-1%	-27%	i	-0.7%	-42%	-2.0	-1%	10%
- Cc1ccc(S(=O)(=O)NCc2ccccc2)cc1C(=O)NC(C)c1ccc(S(N)(=O)=O)cc1 (stereo not drawn)
 : 8%	0%	23%	i	-0.1%	8%	1.5	-2%	-1%
- c1ccc(-c2ccc(OCCCn3cncn3)cc2)cc1
 : -2%	-75%[inhibitor]	2%	i	1.1%	-14%	0.0	2%	-18%
- CCN1CCN(CCNC(=O)c2ccc(/C=C3/Sc4ccccc4N(Cc4ccccc4C)C3=O)cc2)CC1
 : ?	14%	18µM*	i	4.4%	-94%	-2.7	1%	?
- COCCCN1C(=O)C(=O)/C(=C(/O)c2ccc(C)cc2)C1/C=C/c1ccccc1 (stereo not drawn)
 : 4%	-21%	-9%	i	-0.4%	9%	-0.1	-2%	19%
- CCc1ccccc1NC(=O)Cn1c(=O)n(-c2ccccc2)c(=O)c2oc3ccccc3c21
 : 5%	-5%	0%	·	-0.3%	-22%	·	·	17%
- COc1ccc(NC(=O)CN(C)C(=O)CSCc2ccc(C)cc2)cc1
 : -12%	20%	-28%	i	-0.2%	-3%	0.5	1%	?
- C[C@@H]1CN([C@H](C)CO)C(=O)Cc2cc(NC(=O)CCC(F)(F)F)ccc2O[C@@H]1CN(C)C(=O)Nc1ccccc1
 : -6%	1%	?	i	-0.4%	4%	2.0	2%	1%
- CC1CCCC(NC(=O)c2cccs2)C1C (stereo not drawn)
 : 9%	-13%	23%	i	0.3%	-2%	1.9	-1%	5%
- CC(=O)c1ccc(-c2nnc(CCC(=O)N3CCCC(C(=O)CC(C)C)C3)o2)s1 (stereo not drawn)
 : -3%	7%	-9%	i	3.2%	-6%	-1.0	-1%	?
- CCOC(=O)c1sc2ncn(/N=C/c3cccnc3)c(=O)c2c1C
 : -10%	13%	7%	i	0.3%	13%	-1.0	0%	1%
- COc1cccc(C2=NO[C@@H]3C(=O)N(Cc4ccccc4)C(=O)[C@H]23)c1OC
 : 0%	5%	-6%	i	-0.2%	6%	0.0	-1%	-3%
- CN(C)c1ccc(C(=O)c2ccc(N(C)C)c3ccccc23)cc1
 : ?	-16%	?	i	6.5%	-10%	-0.3	-15%	24%
- COc1ccccc1C(=O)OCc1nc(N)nc(Nc2ccccc2C)n1
 : 1%	-2%	9%	i	4.2%	2%	3.0	0%	?
